# Source: PubChem BioAssay
# HSF1 inhib: HSF1 inhibition | NIH3T3-HGL HSE-luciferase, MG132-induced, luminescence 8 h; active compounds read low | activity change, negative = inhibition, % at 7.5 µM (by protocol) | 300,000 tested, 0.77% active;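 active = more than half of replicate wells show activity change below -50%, luminescence cut by over half; inconclusive = some wells, but at most half, below -50%; inactive = no replicate well below -50%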;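 note: luciferase reports HSF-1 transcriptional activity via heat shock element; 0% = median of DMSO wells and -100% = zero luminescence signal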
# aSyn 5UTR inh: 5' untranslated region of α-synuclein, MLPCN primary screen | alpha-synuclein 5'UTR reporter, inhibitor activity | inhibition, % (tested at 7.5 µM) | 300,000 tested, 0.82% active; in the data active = inhibition above about 60%; inconclusive = no clear call, values can overlap the other calls;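 note: H4 neuroglioblastoma cells stably carrying SNCA 5'UTR luciferase fusion; 0% = DMSO wells and 100% = positive control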
# HSP90 inh: blocks HSP90-mediated luciferase refolding in reticulocyte lysate; Rabbit reticulocyte lysate, luciferase refolding luminescence, 3 h; inhibition, % at 5.6 µM; 290,000 tested, 0.91% active; AID 1789;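 active = inhibition above the screen-wide mean plus 3 SD, computed separately per campaign, cut at about 16% in these data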;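 note: 0% = DMSO wells and 100% = 60 µM geldanamycin wells; inhibitors lower the luminescence because luciferase stays unfolded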
# HSF1 activator: increases HSF-1 driven luciferase reporter signal; 300,000 tested, 1.7% active; NIH3T3-HGL HSF-1 luciferase reporter, MG132, 8 h; 100% = twice DMSO control signal; activation, % at 9 µM; AID 504408;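 active = mean replicate activation of at least 50% with a set share of replicates each reaching 50%; inconclusive = only one of those two conditions met; inactive = mean below 50% and too few replicates reaching it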;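 note: 0% = median of the neutral control wells and 100% = twice that signal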
# GSK3B inh: blocks human GSK3beta kinase activity; GST-GSK3beta kinase, ADP-Glo luminescence, 60 min; active compounds read low; activity score (negative = inhibition), % at 10 µM; 300,000 tested, 0.038% active;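 active = more than half of replicate wells score below -50%, meaning over 50% inhibition versus plate controls; inconclusive = some replicates but at most half score below -50%; inactive = no replicate scores below -50%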;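 note: 0% = median DMSO wells and -100% = median GW8510 positive control wells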
# Target sequence (P49841 whole entry, looked up): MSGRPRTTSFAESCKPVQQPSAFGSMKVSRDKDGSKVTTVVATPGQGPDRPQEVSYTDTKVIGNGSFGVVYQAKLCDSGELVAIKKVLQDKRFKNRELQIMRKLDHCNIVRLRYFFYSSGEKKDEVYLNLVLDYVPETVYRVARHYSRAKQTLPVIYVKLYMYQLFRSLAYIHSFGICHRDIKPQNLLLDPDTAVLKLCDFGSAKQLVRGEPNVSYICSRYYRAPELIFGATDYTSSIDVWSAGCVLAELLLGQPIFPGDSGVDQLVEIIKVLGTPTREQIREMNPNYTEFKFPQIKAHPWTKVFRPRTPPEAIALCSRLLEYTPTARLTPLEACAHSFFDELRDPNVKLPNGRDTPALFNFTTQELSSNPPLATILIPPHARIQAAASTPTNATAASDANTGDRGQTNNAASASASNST
#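 Test system: GST-fused GSK3beta enzyme, cell-free | Quantity: 1.6 ng GST-GSK3beta enzyme per well | Reagent: 25 µM ATP with peptide substrate | Schedule: 60 min enzyme reaction, room temperature | Signal: Luminescent ADP-Glo measurement of ADP formed | Read-out basis: Score relative to plate controls | Control set: DMSO and 20 µM GW8510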
# AI-2 QS modul: modulates the Vibrio harveyi AI-2 quorum sensing system; Vibrio harveyi JMH597 AI-2 luminescence/OD600 ratio, 9 h; active compounds read low; strain lacks LuxN and CqsS sensors; 0 = neutral-control median; activity change, % at 7.5 µM; 300,000 tested, 0.4% active; AID 2094; in the data active = activity change below about -75%, passing the limit was not always enough; inconclusive = no clear call, values can overlap the other calls;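 note: luminescence divided by OD600 gain over 9 h not by final OD600 alone; inactives centre near 13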
# HIF activator: HIF pathway transcriptional activation | U2OS HRE-luciferase reporter, luminescence; normalized: DMSO 0%, desferrioxamine 100% | activation, % at 7.5 µM (by protocol) | 300,000 tested, 0.32% active | AID 1910;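 active = mean activation of at least 10% of the iron chelator positive control signal, with at least half of replicates also reaching 10%; inconclusive = mean and replicate majority disagree about reaching 10%; inactive = mean and most replicates under 10%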
# IEC-6 cytotox: kills IEC-6 intestinal cells in KLF5 counter-screen. IEC-6 cytotoxicity, luminescence viability. inhibition, % at 5 µM. 290,000 tested, 0.78% active; in the data active = inhibition above about 22%;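 note: 0% = plate median of test compound wells and 100% = cytotoxic reference compound wells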
# KLF5 inhibitor: kruppel-like factor 5 inhibition; DLD-1 KLF5 promoter-luciferase reporter, luminescence; AID 1700; 290,000 tested, 0.23% active; inhibition, % at 5 µM;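 active = inhibition above a per-plate limit of that plate's mean compound inhibition plus 3 SD, cut at about 60% in these data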;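 note: 0% = DMSO wells and 100% = LY294002 at 200 µM; higher means less KLF5 promoter-driven luciferase light; inactives centre near -14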
# GSK3A inh: human GSK-3 alpha kinase inhibition; ADP-Glo luminescence, 60 min; inhibition, % at 10 µM; 320,000 tested, 0.1% active; AID 2650;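 in the data active = inhibition above about 50%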;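 note: GST-tagged GSK-3 alpha with peptide substrate and 25 µM ATP; 0% = DMSO neutral wells and 100% = GW8510 positive control wells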
# Target sequence (P49840 whole entry, looked up): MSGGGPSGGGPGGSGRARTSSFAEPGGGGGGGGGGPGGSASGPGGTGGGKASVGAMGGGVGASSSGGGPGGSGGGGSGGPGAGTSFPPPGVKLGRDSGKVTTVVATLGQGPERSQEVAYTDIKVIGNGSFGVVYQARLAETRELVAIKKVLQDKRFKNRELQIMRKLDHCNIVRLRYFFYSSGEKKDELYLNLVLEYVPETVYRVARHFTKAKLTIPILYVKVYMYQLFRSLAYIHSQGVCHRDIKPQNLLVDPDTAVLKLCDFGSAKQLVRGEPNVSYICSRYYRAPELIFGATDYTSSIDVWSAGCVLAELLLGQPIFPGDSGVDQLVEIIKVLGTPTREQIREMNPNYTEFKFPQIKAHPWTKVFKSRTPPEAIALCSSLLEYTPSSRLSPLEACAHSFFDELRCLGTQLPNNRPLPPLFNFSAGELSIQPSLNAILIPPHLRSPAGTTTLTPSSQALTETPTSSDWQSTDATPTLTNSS
# * marks the source's active call; other numbers are inactive results; u = inconclusive; x = no result given.
no.	molecule	GSK3B inh	HSP90 inh	AI-2 QS modul	GSK3A inh	HSF1 activator	HSF1 inhib	KLF5 inhibitor	aSyn 5UTR inh	IEC-6 cytotox	HIF activator
1	O=C(O)c1cc(/C=C/c2ccc(N3CCOCC3)cc2)nc2ccccc12	4	12	6	-2	x	x	6	x	7	x
2	CC1CCN(S(=O)(=O)c2cccc(S(=O)(=O)N3CCOCC3)c2)CC1	4	0	5	0	-1	-2	-7	-5	1	0.0
3	CSc1ncccc1C(=O)OCc1c(F)cccc1Cl	4	-1	15	0	5	-4	-13	18	-2	-0.6
4	OC(CCc1ccncc1)c1ccccc1 (stereo not drawn)	2	x	10	-1	-18	-4	x	7	x	0.3
5	O=C(NCc1ccc(Cl)cc1)c1ccc2ccccc2n1	0	-2	-68	-3	10	2	-27	-4	0	1.2
6	CC(C(=O)NCCS(=O)(=O)c1ccc(Cl)cc1)S(=O)(=O)c1ccccc1 (stereo not drawn)	-1	1	3	0	10	4	13	3	0	-0.3
7	CCOC(=O)Cn1nnnc1CN1CCN(c2ccc(OC)cc2)CC1	2	-2	15	-3	-3	-3	1	-3	1	0.0
8	O=C1C2CC=C(Cl)CC2C(=O)N1CC1Cc2ccccc2CO1 (stereo not drawn)	3	0	3	-1	-2	3	-19	12	-4	0.1

# As entered above:
# cpd 3 in AI-2 QS modul = 15
# cpd 2 in HSF1 inhib = -2
# cpd 7 in HSF1 activator = -3

# New compounds follow.
no.	molecule	GSK3B inh	HSP90 inh	AI-2 QS modul	GSK3A inh	HSF1 activator	HSF1 inhib	KLF5 inhibitor	aSyn 5UTR inh	IEC-6 cytotox	HIF activator
9	CC(C)Cc1nnc(NC(=O)CN2C(=O)c3ccccc3C2=O)s1	1	5	u	0	6	3	-7	-7	8	-0.1
10	COC(=O)c1c(NC(=O)C2COc3ccccc3O2)sc2c1CCN(C(C)=O)C2 (stereo not drawn)	-1	6	25	-1	27	7	0	9	0	0.8
11	COc1ccc(CC(=O)Nc2ccc(NC(=O)c3ccccc3F)cc2)cc1	-1	4	36	2	-2	-3	23	27	8	-1.3
12	COc1cccc(-n2c(SCC(N)=O)nnc2-c2c[nH]c3ccccc23)c1	4	-2	25	1	-11	0	20	15	0	0.3
13	CC(C)c1ccc(N2CCN(C(=O)c3ccccc3NC(=O)/C=C\C(=O)O)CC2)cc1	1	4	27	-6	6	1	-24	11	-1	-0.1
14	O=C(Cc1ccc([N+](=O)[O-])cc1)Nc1ccon1	-3	-1	16	1	-6	0	-12	-7	-6	-0.3
15	CC12CCC(C(=O)N3CCN(Cc4ccccc4)CC3)(OC1=O)C2(C)C (stereo not drawn)	3	7	10	-3	-15	-2	-6	1	4	-0.3
16	O=C(C1=C[C@@H]2[C@H]3C(=O)N(c4ccccc4)C(=O)[C@H]3[C@@H](C(=O)c3ccc(Cl)cc3)N2C=C1)c1ccccc1	-1	1	45	-2	13	-3	-22	-9	-3	0.4
17	O=C(Nc1ccc(F)cc1)Nc1nnc(-c2ccncc2)s1	1	3	14	-2	-20	-11	-12	-7	6	1.6
18	N=c1ccn(CC(=O)NC(N)=O)c2ccccc12	0	0	26	-1	x	x	-10	25	-4	0.4
19	CN(C)C(CNC(=O)c1cccc(C(F)(F)F)c1)c1ccco1 (stereo not drawn)	-2	-2	1	-1	5	3	-1	-11	6	0.6
20	COCc1cc(C)nc(NCCc2ccccc2)c1C#N	-2	2	11	-2	6	6	-21	4	0	1.0
21	O=C(COC(=O)c1ccc(Sc2ccccc2)c([N+](=O)[O-])c1)NC1CCS(=O)(=O)C1 (stereo not drawn)	2	-3	45	5	12	-7	-17	-4	4	0.5
22	CCNC(=S)N/N=C(\C)c1ccco1	2	1	25	-3	-5	7	21	10	-1	-0.5
23	Cc1cc(Cl)c2oc(C(=O)N3CCN(C(=O)c4ccco4)CC3)c(C)c2c1	0	-1	x	-2	18	12	-78	-42	12	4.2
24	CSCCC(C(=O)OCC(=O)c1ccc(C)c(C)c1)N1C(=O)c2cc(Cl)c(Cl)cc2C1=O (stereo not drawn)	6	-1	12	-1	26	5	-44	12	1	0.3
25	Cc1ccc(Cl)cc1N(C(=O)c1csnn1)C(C(=O)NC1CCCC1)c1ccco1 (stereo not drawn)	0	2	19	1	6	2	-2	-1	2	-0.2
26	O=C(NCCCO)c1ccc(CSc2nc3ccccc3[nH]2)cc1	-3	2	25	-1	26	1	-27	-28	6	0.5
27	O=C(CSc1nnc([C@@H]2CCCN2)o1)c1ccc(Cl)cc1	2	9	17	2	-10	-2	-30	-54	4	-0.4
28	O=C(COC(=O)Cc1ccc2c(c1)OCCO2)Nc1ccc(S(=O)(=O)N2CCCC2)cc1	2	1	-92*	-3	-11	1	-16	-2	0	-0.4
29	O=[N+]([O-])c1ccccc1N/N=C/c1ccccc1	1	-2	11	-1	27	22	-179	-231	2	3.6
30	N#CCc1c(C#N)c(N)nc(N2CCN(c3ccc(F)cc3)CC2)c1C#N	2	0	20	-1	27	15	-12	19	-3	1.1
31	Cc1ccc(-c2ccc(C(=O)Nc3cccc(F)c3)o2)c2ccccc12	-1	-2	17	-4	13	2	-12	-30	-4	0.5
32	O=C(CN1C(=O)NC2(CCCCC2)C1=O)Oc1ccc2c(C(F)(F)F)cc(=O)oc2c1	1	x	35	0	3	1	x	0	x	-0.2

# Gathered by group, the compounds so far with four or more nitrogen atoms (7)
no.	molecule	GSK3B inh	HSP90 inh	AI-2 QS modul	GSK3A inh	HSF1 activator	HSF1 inhib	KLF5 inhibitor	aSyn 5UTR inh	IEC-6 cytotox	HIF activator
7	CCOC(=O)Cn1nnnc1CN1CCN(c2ccc(OC)cc2)CC1	2	-2	15	-3	-3	-3	1	-3	1	0.0
9	CC(C)Cc1nnc(NC(=O)CN2C(=O)c3ccccc3C2=O)s1	1	5	u	0	6	3	-7	-7	8	-0.1
12	COc1cccc(-n2c(SCC(N)=O)nnc2-c2c[nH]c3ccccc23)c1	4	-2	25	1	-11	0	20	15	0	0.3
17	O=C(Nc1ccc(F)cc1)Nc1nnc(-c2ccncc2)s1	1	3	14	-2	-20	-11	-12	-7	6	1.6
18	N=c1ccn(CC(=O)NC(N)=O)c2ccccc12	0	0	26	-1	x	x	-10	25	-4	0.4
25	Cc1ccc(Cl)cc1N(C(=O)c1csnn1)C(C(=O)NC1CCCC1)c1ccco1 (stereo not drawn)	0	2	19	1	6	2	-2	-1	2	-0.2
30	N#CCc1c(C#N)c(N)nc(N2CCN(c3ccc(F)cc3)CC2)c1C#N	2	0	20	-1	27	15	-12	19	-3	1.1

# Continuation:
no.	molecule	GSK3B inh	HSP90 inh	AI-2 QS modul	GSK3A inh	HSF1 activator	HSF1 inhib	KLF5 inhibitor	aSyn 5UTR inh	IEC-6 cytotox	HIF activator
33	O=C1C2(CCC13COC(c1ccc(O)cc1)OC3)COC(c1ccc(O)cc1)OC2 (stereo not drawn)	0	-4	-18	-4	15	0	-25	-33	-4	-0.1
34	COc1cc(OC)cc(C(=O)N2CCC3(CC2)NCCc2[nH]cnc23)c1	0	-2	24	-5	3	3	-32	24	-1	-0.3
35	Cc1ccc2c(c1)N(CC(=O)N1CCCC(C)C1)C(=O)CO2 (stereo not drawn)	1	0	9	6	0	-5	-8	27	-3	-0.3
36	CCC(=O)Nc1nnc(SCCN2CCOCC2)s1	-3	-2	2	0	-12	-2	-10	1	5	0.1
37	Cc1ccccc1NC1c2ccccc2C(=O)N1Cc1ccco1 (stereo not drawn)	2	5	13	0	-22	0	-31	8	-1	-0.4
38	O=[N+]([O-])c1ccc(N2CCN(CCOCCO)CC2)c([N+](=O)[O-])c1	3	0	13	-1	-12	-10	-41	-12	-1	-0.8
39	COC(=O)c1ccc(NC(=O)CCS(=O)(=O)c2ccc(Br)s2)cc1	2	-2	14	-2	-3	-2	-10	18	-1	-0.7
40	Cc1ccc(C(=O)Oc2oc(-c3ccco3)nc2C=Nc2ccc(Cl)cc2)cc1	-1	10	20	-1	86*	53	-194	-54	-2	0.5
41	Cc1ccc(NC(=O)N2CCCC2C(=O)Nc2ccc(-n3cnnn3)c(C)c2)cc1 (stereo not drawn)	0	2	15	-3	13	1	-12	19	-2	-0.4
42	CC(C)CCn1nnnc1C(c1ccccc1F)N1CCC(C(N)=O)CC1 (stereo not drawn)	2	2	19	3	6	-1	-1	8	3	0.2
43	O=C(COC(=O)C1CCC1)NC(=O)c1ccccc1	0	x	52	2	7	-7	x	-1	x	-25
44	CN1C(C(=O)NCc2cccs2)=CC(c2ccc(F)cc2)=NS1(=O)=O	2	-1	12	-3	4	6	-17	-18	8	-0.1
45	O=C(Oc1ccc(Cl)c2cccnc12)C12CC3CC(CC(C3)C1)C2	7	6	14	-1	-1	-7	-5	22	8	-0.8
46	CC(C)NC(=O)CCCc1cn(C)c2ccccc12	1	2	24	-4	15	2	-27	-19	-6	-0.5
47	Nc1nc(SCC(=O)Nc2ccc(OC(F)(F)F)cc2)[nH]c(=O)c1NC(=O)c1ccc(Br)o1	-3	2	-1	9	8	0	-26	2	-9	-0.1
48	CCCCN(CC(=O)NC1CCCC1)C(=O)C(=O)Nc1ccc2c(c1)OCCO2	0	3	23	-2	1	0	-17	1	3	-0.5
49	O=C(O)c1cc(N=Nc2c(O)[nH]c3ccc([N+](=O)[O-])cc23)ccc1Cl	-5	0	4	16	18	0	-8	13	-5	0.8
50	Cc1ccc(CN2CCN(Cc3cnc(N4CCOCC4)s3)CC2CCO)cc1 (stereo not drawn)	-2	1	21	-1	x	x	-13	-8	-5	x
51	O=C(CSc1ccc2nnc(-c3cccnc3)n2n1)Nc1ccccc1C(F)(F)F	3	0	20	-3	3	12	-33	-5	2	-0.3
52	COc1cccc(/C=C2\N=C(c3c(-c4ccccc4)noc3C)OC2=O)c1OC	-1	0	10	-3	27	2	-2	-14	-3	-0.2
53	CC(=O)N1c2ccc(S(=O)(=O)N3CCCCC3)cc2CC1C(=O)NCc1cccc(Cl)c1 (stereo not drawn)	-1	1	30	-4	22	25	7	8	4	-0.7
54	Cc1nnc(NC(=O)CSc2nccn2-c2cccc(C)c2C)s1	3	1	23	-3	-2	-5	-3	8	8	0.9
55	Cc1cc(Nc2ccc(F)c(Cl)c2)n2ncnc2n1	0	-7	19	0	-10	-5	9	0	-4	0.1
56	COc1cccc2cc(C(=O)OC3CCN(C)CC3)c(=O)oc12	0	-5	3	1	-74	-68*	15	-88	5	0.1

# Compounds as they come; 4.7% or so of the library scored in one or more.
